Bioassay records (PubChem)
ER stress rescue: protection against thapsigargin-triggered cell killing – 384-well, CSM14.1, ATP luminescence, primary screen (AID 1222). 190,000 tested, under 10 active. CSM14.1 thapsigargin-induced death rescue, ATP luminescence; higher % means a stronger effect. one-dose cellular ATP content (survival), % at 20 µM; EC50 in µM for titrated hits;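 active = EC50 below 50 µM in the dose-response confirmation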;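 note: death triggered by thapsigargin at about 15 µM added after 2 h compound pretreatment; cell ATP read after overnight thapsigargin exposure of roughly 18 to 22 hours; normalized against plate controls of thapsigargin alone and 5% DMSO vehicle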
M1AAP inhibition: malaria alanyl aminopeptidase activity blockers – biochemical, fluorogenic H-Leu-NHMec substrate, 1536-well (AID 1445); inhibition, % at 30 µM, or IC50 in µM where a hit was titrated; recombinant M1AAP, H-Leu-NHMec fluorogenic kinetic assay; higher % means a stronger effect; actives 0.42% (n = 220,000);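 active = primary inhibition above the hit cutoff, then over 50% inhibition at one or more dose response concentrations, cut at about 23% in these data, passing the limit was not always enough; inconclusive = conflicting primary data, or primary hits not chosen for dose response; inactive = low primary inhibition, or under 50% at every dose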;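 note: plate controls were DMSO full reaction for no effect and no enzyme background for full effect; strong numbers were not always called active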
UTI89 phage lysis: inhibition of K1F phage lysis, E. coli UTI89, bacterial capsule biogenesis inhibitors, alamar blue (AID 488966); inhibition, % at 100 µM, or IC50 in µM where a hit was titrated; E. coli UTI89 K1F phage lysis, alamar blue, 2 h; higher % means a stronger effect; actives 0.02% (n = 340,000);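 active = phage lysis inhibition, versus mean bacterial control, above a set limit; inconclusive = no clear call, values can overlap the other calls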;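 note: capsule biogenesis inhibitors block K1F phage lysis so surviving cells raise fluorescence; higher fluorescence means more inhibition of phage lysis; actives were called in the ten point dose series up to 300 µM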
Hep lipid drop: modulators of hepatic lipid droplet formation. AML12 mouse hepatocytes, oleate lipid droplets, BODIPY imaging. inhibition, % at 6.5 µM. actives 0.4% (n = 240,000);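 active = lipid droplet intensity inhibited by at least 50%, with more than 500 cells counted; inconclusive = wells with under 300 cells, treated as cytotoxic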
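Test system: AML12 mouse liver cells; schedule: overnight exposure; technique: high-content imaging of BODIPY-stained droplets and DAPI nuclei; read-out: % inhibition of corrected integrated BODIPY droplet signal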
Myeloid diff 2: promotes myeloid progenitor differentiation | ER-HoxA9 myeloid progenitors, lysozyme-GFP differentiation, flow cytometry | calls only at 10 µM | actives 1% (n = 360,000) | AID 624256;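 active = normalized GFP-positive differentiation at or above the plate's own cutoff, the solvent-only control mean plus 3 SD; inconclusive = no clear call, values can overlap the other calls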;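 note: cells exposed to compound for four days before flow analysis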
WT yeast gro inh: growth inhibition of WT yeast, mitochondrial fusion screen. mitochondrial fusion phenotypic screen, WT strain. inhibition, % at 10 µM. actives 2.1% (n = 190,000); in the data active = inhibition above about 58%; tested in S. cerevisiae
human PMI inhibition: MPI enzyme activity inhibition – biochemical, fluorescence intensity, coupled assay, primary screen (AID 1209) | purified PMI enzyme, coupled fluorescence intensity; higher % means a stronger effect | one-dose inhibition, % at 20 µM; IC50 in µM for titrated hits | actives 0.42% (n = 190,000);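 note: plate controls were DMSO vehicle for no effect and wells lacking substrate for full effect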
TNAP activators: human TNAP enzyme activators, primary screen, biochemical, luminescent, no phosphate acceptor, uHTS (AID 1001). actives 0.03% (n = 200,000). purified TNAP, luminescent activation assay, no phosphate acceptor; higher activation fold means a stronger effect. activation fold at 20 µM; hits with a dose series show EC50 in µM; in the data active = activation fold from about 3, or a potency from the dose series; inactive = the rest, 99 in 100 with activation fold below about 1.6; note: many of its hits are not listed in these tables
human PMI inhibitors: MPI inhibition at elevated mannose 6-phosphate – biochemical, fluorescence intensity, high mannose 6-phosphate, primary screen (AID 1220). recombinant PMI enzyme, coupled fluorescence intensity; higher % means a stronger effect. one-dose inhibition, % at 20 µM; IC50 in µM for titrated hits. actives 0.66% (n = 190,000)
WT yeast gro inh mutant strain: recorded beside WT yeast gro inh, whose call it bears; inhibition, %; mitochondrial fusion phenotypic screen, mutant strain inhibition
Hep lipid drop cells 6.5 µM: further read-out of Hep lipid drop, marked with its call; cell count; measured here: cell count, cytotoxicity flag;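 cells counted across two imaged fields per well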
Myeloid diff 2 GFP+ MAC1+ %: recorded beside Myeloid diff 2, whose call it bears; GFP+ MAC1+ double positive, %; measured here: differentiation confirmed by MAC1 staining
Numbers without * were called inactive; i = inactive; ? = inconclusive; nt = no result given; [ ] = another dose, or the depositor's remark. Cut-off read from the data, not from the text of the source, unless noted: active = inhibition above about 50%; inactive = the rest.

SMILES | ER stress rescue | M1AAP inhibition | UTI89 phage lysis | Hep lipid drop | Hep lipid drop cells 6.5 µM | Myeloid diff 2 | Myeloid diff 2 GFP+ MAC1+ % | WT yeast gro inh | WT yeast gro inh mutant strain | human PMI inhibition | TNAP activators | human PMI inhibitors
Cc1ccccc1SCCNC(=O)CCc1ccccc1 | -0.9% | -3% | nt | -1 | 723 | nt | nt | 20 | 5 | 7% | 1.1 | 3%
Cc1c(C(c2cccc(O)c2)c2c(C)n(C)n(-c3ccccc3)c2=O)c(=O)n(-c2ccccc2)n1C | 2.8% | -1% | 1.0%[50 µM] | -2 | 684 | i | 2.3 | 3 | -1 | -19% | 1.1 | -13%
CCCCN(CC)C(=O)c1cc2cc3ccc(OC)cc3nc2o1 | -1.5% | 14% | -0.4% | nt | nt | i | 0.3 | 5 | -1 | -5% | 1 | 2%
Cc1ccc(C(=O)NCCc2csc(-c3cccnc3)n2)cc1 | -3.8% | 3% | 0.8% | 7 | 634 | i | 2.8 | -7 | -11 | -1% | 0.9 | -2%
Cc1cc(C)nc(NS(=O)(=O)c2ccc(NC(=O)CSc3nc(-c4ccccc4)c(C#N)c(=O)[nH]3)cc2)n1 | -1.9% | 16% | -0.7% | -3 | 664 | i | 0.2 | 6 | -2 | -11% | 1.1 | -9%
COC(=O)[C@H](CCSC)NC(=O)c1cccnc1SC | nt | 1% | 0.1% | 0 | 720 | i | 0.8 | nt | nt | nt | nt | nt
O=C(NCC(=O)N(c1cccnc1)C(C(=O)NC1CCCC1)c1ccc(F)cc1)c1ccco1 (stereo unspecified) | 1.5% | -3% | nt | 11 | 707 | nt | nt | -9 | -9 | -2% | 1.1 | -4%
Cn1cc(CCNC(=O)CCc2nnc(CCCCc3ccccc3)o2)cn1 | -0.1% | 1% | 1.3% | -23 | 631 | i | 0.1 | 8 | -13 | -6% | 1.1 | -12%
COc1ccc(C(=O)Nc2ccc(S(=O)(=O)NC(C)C)cc2)cc1 | -3.9% | 7% | 8.2% | 6 | 684 | i | 5.0 | 1 | 13 | 0% | 1 | 1%
O=C(CSc1nnc(C2CC2)n1-c1ccccc1)NCCc1ccc(F)cc1 | 4.0% | -12% | -0.1% | -7 | 721 | i | 1.7 | -4 | -22 | 14% | 1.1 | 7%
O=C(Cn1nnc(-c2ccc(CN3CCOCC3)cc2)n1)N1CCCc2ccccc21 | 4.7% | -5% | 0.6% | nt | nt | i | 0.5 | -3 | 8 | 10% | 1.1 | 6%
COc1ccc(C(=O)Nc2c(Cl)cc(Cl)cc2C(=O)NCCN2CCOCC2)cc1 | -1.9% | -3% | -0.1% | -8 | 688 | i | 1.1 | 0 | -7 | 3% | 1.1 | 1%
O=C(Nc1nnc(-c2ccc(Cl)cc2)o1)C1CCCCC1 | nt | 4% | -0.7% | -5 | 717 | i | 2.1 | 16 | 6 | nt | nt | nt
COC(=O)c1c(NC(=O)c2ccccc2)sc2c1CC(C)(C)OC2 | -0.5% | 3% | 5.4% | -9 | 761 | i | 0.2 | -13 | -8 | 4% | 1.2 | 2%
CCN(CC)CCNC(=O)c1ccc(NC(=O)/C=C/c2cc(OC)c(OC)c(OC)c2)cc1 | -2.2% | 7% | 0.0% | 4 | 644 | i | 1.1 | -1 | -1 | 9% | 1 | 9%
O=C1c2ccccc2C(=O)N1CCn1c(=O)oc2ccccc21 | 0.0% | -7% | 6.6% | 10 | 736 | i | 8.6 | -7 | -13 | 6% | 1.1 | 6%
CCOC(=O)C1=Nc2ccccc2C1=[N+]=[N-] | -3.1% | -4% | 1.2% | -161 | 512 | ? | nt | 71 | 74 | -13% | 1.2 | -37%
Cc1ccc(S(=O)(=O)NCCNC(=O)c2ccccc2)cc1 | -5.3% | 0% | 0.2% | 1 | 755 | i | 0.7 | 0 | -16 | 6% | 1.1 | 5%
CCOc1ccccc1OCCCCOc1ccccc1F | -2.2% | -2% | 2.6% | -19 | 636 | i | 0.8 | 16 | -3 | 8% | 1.4 | -3%
Cc1cc(C)nc(N(C#N)CCOc2ccccc2)n1 | -1.1% | 1% | 2.3% | 5 | 739 | i | 1.2 | -2 | -11 | -8% | 1 | -2%
CC(C)c1nc(SCC(=O)N2c3ccccc3CC2C)c2ccccc2n1 (stereo unspecified) | -1.9% | 1% | 0.0% | -55 | 660 | i | 7.6 | 43 | 31 | 8% | 1 | 14%
O=C(Nc1ccc(COc2ccccc2)cc1)c1cccc([N+](=O)[O-])c1 | -1.0% | 0% | -0.1% | 12 | 634 | i | 0.2 | 14 | 4 | 16% | 1.2 | 4%
Cn1ncc(Cl)c(Oc2ccc(C(C)(C)C)cc2)c1=O | -2.7% | 3% | 9.4% | 24 | 638 | i | 0.6 | -11 | 21 | 12% | 1.1 | 2%
O=C(CCCN1C(=O)/C(=C/c2ccccc2)SC1=S)Nc1ccccc1O | 1.8% | 5% | -2.1% | -9 | 636 | i | 0.6 | 2 | -14 | -7% | 1 | -8%
O=C(OCc1ccc2c(c1)OCO2)c1ccc(S(=O)(=O)N2CCCC2)cc1 | -2.1% | -8% | 1.4% | 5 | 688 | i | 0.8 | 22 | 31 | 2% | 1 | 10%
COc1ccc(OCCCC(=O)Nc2ccc(N3CCOCC3)cc2)cc1 | 0.3% | 15% | 0.0% | -16 | 728 | i | 0.3 | -6 | 0 | 2% | 1.1 | 7%
COCC(C)NCc1cccc([N+](=O)[O-])c1 (stereo unspecified) | 0.1% | 3% | 2.5% | nt | nt | i | 1.5 | -21 | -5 | 10% | 1.1 | 5%
O=C(Nc1cccc(C(=O)N2CCN(c3cccc(Cl)c3)CC2)c1)c1ccccc1 | -1.6% | 0% | 0.1% | -17 | 616 | i | 0.1 | 55 | 47 | 4% | 1.1 | 7%
O=C1CC(c2ccccc2)CCc2sccc2N1 (stereo unspecified) | -0.7% | 6% | 0.3% | nt | nt | i | 8.2 | 15 | 19 | 6% | 1 | 7%
O=C(c1ccc([N+](=O)[O-])cc1Cl)N1CCN(c2ccccn2)CC1 | nt | 2% | 0.8% | 2 | 626 | i | 0.6 | nt | nt | nt | nt | nt
CC(Oc1ccccc1F)C(=O)Nc1ccc2ccccc2c1 (stereo unspecified) | -2.0% | 1% | 0.2% | -4 | 702 | i | 0.6 | -17 | -6 | 11% | 1.1 | 9%
CCOC(=O)c1c(C)oc2c1c(C=NCC1CCCO1)c(O)c1ccccc12 (stereo unspecified) | 1.0% | 9% | 0.3% | nt | nt | i | 0.5 | -9 | 9 | 64%* | 1 | nt
CCCCOC(=O)C(C)Oc1ccc(=O)n(-c2ccccc2)n1 (stereo unspecified) | -0.9% | 10% | 1.6% | nt | nt | i | 2.3 | -3 | 9 | 15% | 1.1 | 15%
O=C(c1ccc2ccccc2c1)C1CCCN(S(=O)(=O)c2cccnc2)C1 (stereo unspecified) | 10% | 2% | -0.4% | 2 | 741 | i | 0.6 | 9 | 1 | 14% | 1 | 12%
COc1cc(C)nc(Oc2ccc(=O)[nH]n2)n1 | 1.9% | 5% | 1.2% | nt | nt | i | 0.6 | 12 | 16 | -3% | 1.1 | 14%
Cc1cc(C)cc(NC(=O)N2CCN(C/C=C/c3ccccc3)CC2)c1 | -0.3% | 6% | 3.7% | -8 | 659 | i | 0.3 | 19 | 14 | -5% | 1.1 | -10%
O=C(C[n+]1cn(C(F)F)c2ccccc21)c1ccc(Br)cc1 | -1.5% | 7% | 1.7% | 8 | 634 | i | 0.2 | 70 | 73 | -18% | 1 | -6%
NC(=O)C1CCN(c2nc(-c3ccc(Br)cc3)cs2)CC1 | -1.3% | 3% | 1.6%[50 µM] | -4 | 692 | i | 0.2 | -35 | -9 | -9% | 1.1 | -7%
Cc1ccc(C)c(-n2c(N)c(C(N)=O)sc2=S)c1 | nt | 5% | 0.5% | nt | nt | i | 0.7 | 3 | -19 | nt | nt | nt
O=C(O)c1cc(N2C(=O)C3C4C=CC(C4)C3C2=O)ccc1N1CCOCC1 (stereo unspecified) | 1.8% | -6% | 0.4% | 3 | 685 | i | 0.3 | 14 | -5 | 5% | 1.1 | 2%
CC(C)(C)n1nnnc1C(c1cccs1)N(Cc1cccnc1)Cc1ccccc1Cl (stereo unspecified) | -0.8% | 7% | 0.1% | -42 | 655 | i | 1.1 | 74* | -2.1* | 18% | 1.1 | 14%
CC(=O)Nc1cccc(C(=O)NC(C)c2ccc(S(N)(=O)=O)cc2)c1 (stereo unspecified) | 3.9% | 2% | 0.9% | -3 | 724 | i | 0.7 | 11 | 8 | -4% | 1.1 | -8%
Cc1ccc(NC(=O)CN2C(=O)N/C(=C/c3ccc(C)s3)C2=O)cc1 | -0.5% | 5% | 0.1% | 12 | 750 | i | 0.5 | 3 | -10 | -1% | 1.1 | -5%

Ordered by SMILES length (highest first): 3 of the compounds above.
SMILES | ER stress rescue | M1AAP inhibition | UTI89 phage lysis | Hep lipid drop | Hep lipid drop cells 6.5 µM | Myeloid diff 2 | Myeloid diff 2 GFP+ MAC1+ % | WT yeast gro inh | WT yeast gro inh mutant strain | human PMI inhibition | TNAP activators | human PMI inhibitors
CC(=O)Nc1cccc(C(=O)NC(C)c2ccc(S(N)(=O)=O)cc2)c1 (stereo unspecified) | 3.9% | 2% | 0.9% | -3 | 724 | i | 0.7 | 11 | 8 | -4% | 1.1 | -8%
Cc1cc(C)cc(NC(=O)N2CCN(C/C=C/c3ccccc3)CC2)c1 | -0.3% | 6% | 3.7% | -8 | 659 | i | 0.3 | 19 | 14 | -5% | 1.1 | -10%
COc1cc(C)nc(Oc2ccc(=O)[nH]n2)n1 | 1.9% | 5% | 1.2% | nt | nt | i | 0.6 | 12 | 16 | -3% | 1.1 | 14%

Random excerpt: 2 compounds from above, in no set order.
SMILES | ER stress rescue | M1AAP inhibition | UTI89 phage lysis | Hep lipid drop | Hep lipid drop cells 6.5 µM | Myeloid diff 2 | Myeloid diff 2 GFP+ MAC1+ % | WT yeast gro inh | WT yeast gro inh mutant strain | human PMI inhibition | TNAP activators | human PMI inhibitors
NC(=O)C1CCN(c2nc(-c3ccc(Br)cc3)cs2)CC1 | -1.3% | 3% | 1.6%[50 µM] | -4 | 692 | i | 0.2 | -35 | -9 | -9% | 1.1 | -7%
O=C(OCc1ccc2c(c1)OCO2)c1ccc(S(=O)(=O)N2CCCC2)cc1 | -2.1% | -8% | 1.4% | 5 | 688 | i | 0.8 | 22 | 31 | 2% | 1 | 10%

No enrichment for hits, and some 4.6% of all compounds hit somewhere here.
